Assay outcomes (PubChem)
hcGAS lum = Primary biochemical luminescence assay for human cyclic GMP-AMP synthase inhibitors; Q8N884; recombinant h-cGAS, ATP depletion, Kinase-Glo luminescence; inhibition, % at 12.5 µM; 0.081% of 290,000 active;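 note: 0% = vehicle reaction and 100% = reaction without DNA for no activity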
Target sequence (Q8N884 whole entry, looked up): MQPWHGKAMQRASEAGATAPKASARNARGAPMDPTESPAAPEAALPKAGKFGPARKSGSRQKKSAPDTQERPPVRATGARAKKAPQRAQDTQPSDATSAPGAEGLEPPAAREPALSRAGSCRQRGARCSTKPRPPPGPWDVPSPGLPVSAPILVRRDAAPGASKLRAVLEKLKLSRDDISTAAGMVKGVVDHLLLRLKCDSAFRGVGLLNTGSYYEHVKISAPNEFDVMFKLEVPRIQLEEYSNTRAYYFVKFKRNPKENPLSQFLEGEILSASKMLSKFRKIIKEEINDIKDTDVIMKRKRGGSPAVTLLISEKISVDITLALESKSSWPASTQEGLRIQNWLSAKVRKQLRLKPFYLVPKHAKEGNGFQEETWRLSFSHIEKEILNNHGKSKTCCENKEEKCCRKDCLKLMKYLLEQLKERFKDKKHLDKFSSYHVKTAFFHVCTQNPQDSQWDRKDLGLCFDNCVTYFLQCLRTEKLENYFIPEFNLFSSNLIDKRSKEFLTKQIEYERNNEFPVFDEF
mcGAS inh = cyclic GMP-AMP synthase inhibitors, mouse, primary biochemical chemiluminescence. AID 1259399, 2018. inhibition, % at 12.5 µM. Q8C6L5. recombinant cGAS, Kinase-Glo ATP depletion luminescence. 0.15% of 160,000 active;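 note: 0% = negative control wells and 100% = reference inhibitor with no enzyme activity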
NPYLR7 agonist = agonists of mosquito NPYLR7 receptor, primary screen, cell-based, Aedes aegypti, calcium fluorescence, mosquito biting behavior. 0.15% of 270,000 active. HEK293T NPYLR7/Galpha15, GCaMP6s calcium fluorescence. activation, % at 10 µM. Aedes aegypti neuropeptide Y-like receptor 7 (NPYLR7); in the data active = activation above about 40%;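 note: 0% = vehicle and 100% = reference agonist at the receptor; some compounds past the cut are filed as inactive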
Starred values were filed as active, the others as inactive; / = no result given; & = joins results of further samples. Cut-off read from the data, not from the text of the source, unless noted: active = inhibition above about 40%; inactive = the rest. Rows are unselected. Share with any hit: about 0.26%.

SMILES	hcGAS lum	mcGAS inh	NPYLR7 agonist
CCN(CC)C(=O)c1cc(NC(=O)Nc2cccc(C(F)(F)F)c2)ccc1N1CCCC1	-6	-7	9
COc1ccc2c(Cl)c(C(=O)O)sc2c1Cl	15	19	0
CCOC(=O)Cn1c(=NC(=O)c2cc(C)no2)sc2cc(Cl)ccc21	-4	-9	11
CCn1c(CC2CCNCC2)nn(CCOc2ccc(F)cc2)c1=O	-4	/	3
CN1C(=O)C(=O)c2ccccc21	2	-3	3
O=C(NCC(=O)N1CCC(C(=O)Nc2ccccc2)CC1)c1ccc(Br)o1	4	1	-19
CCCN1CCC(N[C@H]2C[C@@H](C(=O)N3CCc4cc(OC)c(OC)cc4C3)N(Cc3ccc4ccccc4c3)C2)CC1	-11	/	17
COCCNCc1c(-c2ccccc2)noc1N1CCC(C)CC1	-7	/	13
CCn1nc(C)cc1C(=O)N1CCCC(C(=O)Nc2ccc(-c3ccco3)cc2)C1 (centres undefined)	-6&-5	/	2&-5
CCc1cc(NC(C)CCS(C)=O)n2c(nc3ccccc32)c1C#N (centres undefined)	-5	-15	4
COc1ccc(CCNC2CC(=O)N(CCc3ccccc3)C2=O)cc1 (centres undefined)	0	-4	-8
Cc1nc(C)c2c(c1C(F)(F)F)-c1ccccc1C2(F)F	-8	/	4
CNc1cc(C(=O)NS(=O)(=O)c2ccccc2)cc(Cl)n1	-6	-13	-2
CCOc1ccc(C(=O)Nc2sc3c(c2-c2nc4ccccc4s2)CCN(C)C3)cc1	-3	-8	105*
CCOC(=O)C1(Cc2cccc(OC)c2)CCCN(C(=O)c2ccc(OC)o2)C1 (centres undefined)	-10&-7	-4	5&-12
CC1CCN(C(=O)Cn2cnc3c(nnn3Cc3ccc(F)cc3)c2=O)CC1	2	/	9
CC(NC(=O)CN1CCCCCC1=O)c1cccc(Cl)c1 (centres undefined)	-9	/	0
c1cc2c(cc1CN1CCC(Cc3noc(C4CC4)n3)CC1)OCCO2	3	1	-2
COCCCNC(=O)c1cc(NC(=O)Nc2ccc(C#N)cc2)ccc1N1CCCCC1	-3	-4	16
CC(C)CC(C(=O)O)N1C(=O)C2C3C=CC(C3)C2C1=O (centres undefined)	-2&-2	-3	0&17
CCOC(=O)C1CCN(C(=O)c2c(C)c(C)c(C)n2Cc2cccc(C(F)(F)F)c2)CC1	-4	-4	-1
N#Cc1ccc(OCC(=O)N(Cc2nc3ccccc3c(=O)[nH]2)CC2CCCO2)cc1 (centres undefined)	-4	/	-7
Cc1ccc(-c2ccc(SCC(N)=O)nn2)cc1C	-11	/	12
CCN(CC)c1nc(Cc2ccc(Cl)cc2)ns1	-1	-4	3
Cc1ccc(-n2c(SCc3ccccc3)nnc2C(Cc2ccccc2)NC(=O)c2cccc(C(F)(F)F)c2)cc1 (centres undefined)	-15	-7	-3

Following part:
SMILES	hcGAS lum	mcGAS inh	NPYLR7 agonist
CCOC(=O)c1nn(-c2ccc(F)cc2)c(=O)c2c(NC(=O)c3cccc4ccccc34)scc12	-7	-9	4
OCCOCCNc1ncnc2sc3c(c12)CCCC3	-11	-1	-2
O=C(NC12CC3CC(CC(C3)C1)C2)N1CCSC1c1cccc(Oc2ccccc2)c1 (centres undefined)	6	0	0
CC1(C(=O)NS(=O)(=O)c2ccc(Cl)s2)CCN1C(=O)Cc1ccccc1Cl (centres undefined)	-7	/	5
COc1cc(OC)cc(C2NC(=O)N(C)C3=C2C(=O)N(CCc2ccccn2)C3)c1 (centres undefined)	-5	-4	/
Cc1cccc(CN(Cc2ccccc2)C(=O)c2cnc(N)nc2C)n1	-5	/	3
O=C(Nc1ccc(F)cc1)c1cc(-c2ccccc2F)nc2cc(-c3ccccc3)nn12	-5&9	-4&-1	14&-9
Cc1cc(C)nc(NN=Cc2c(C)oc3ccccc23)n1	-4	-6	28
O=C(c1cncn1-c1ccc(-c2ccc(F)c(F)c2)cc1)N1Cc2ccccc2C1	2	0	-2
COc1ccccc1N1CCN(C(=O)c2c(Cl)cccc2Cl)CC1	-5	/	1
Cc1ccc(C(=O)N2CCN(c3nc4nccc(-c5ccc(Cl)c(Cl)c5)n4n3)CC2)cc1C	-10	-7	/
Cc1ccccc1C(=O)N[C@@H]1CCCCC1NC(=O)C1CCCN(C(=O)C2CC2)C1 (some centres undefined)	-8	-10	25
CCN(Cc1nccn1Cc1ccccc1C(F)(F)F)C(=O)c1ccc(C)cc1	-1	-4	16
Cc1cc(S(=O)(=O)NCC(C)Cn2cccn2)cnc1Cl (centres undefined)	-8	/	-1
O=C(c1cn(Cc2cccc3ccccc23)nn1)N1CCN(C(=O)c2cccs2)CC1	-6	/	8
Nc1nc(C2CC2)c(Cc2ccccc2F)s1	-3	/	-2
O=C(c1ccc(-c2ccccc2)c(F)c1)C1CCCN(C(=O)CCc2cn[nH]c2)C1 (centres undefined)	-7	-12	/
CN(C)CC1CCN(C(=O)/C=C/c2ccc(Cl)c(Cl)c2)C1 (centres undefined)	11	/	0
CCSCCOC(=O)C1=C(C)NC2=C(C(=O)CCC2)C1c1ccc(SC)cc1 (centres undefined)	-1	-4	-11
CC(C)(C)NC(=O)NC(=O)COC(=O)C1c2ccccc2Oc2ccccc21	-6	/	-1
CCCCN(C(=O)c1ccoc1C)c1cccc(I)c1	-12	/	-9
CCOC(=O)C1(C)CCCN1C(=O)c1csnn1 (centres undefined)	-16	/	-3
O=C(c1csc(COc2cccc(F)c2)n1)N1CCOCC1	-6	-5	3
CC(C)(C)NC(=O)N1CCCC(c2nnc(-c3cccs3)o2)C1 (centres undefined)	-7	-9	-3
Cc1cccc(C(=O)N2CCc3c([nH]c4ccccc34)C2c2ccccc2F)c1 (centres undefined)	-1	/	-12

Compound profiles (already shown). Values in the order: hcGAS lum	mcGAS inh	NPYLR7 agonist
Cc1cccc(C(=O)N2CCc3c([nH]c4ccccc34)C2c2ccccc2F)c1 (centres undefined) as listed: -1	/	-12
CCOC(=O)c1nn(-c2ccc(F)cc2)c(=O)c2c(NC(=O)c3cccc4ccccc34)scc12 as listed: -7	-9	4
CC1CCN(C(=O)Cn2cnc3c(nnn3Cc3ccc(F)cc3)c2=O)CC1 as listed: 2	/	9
COc1cc(OC)cc(C2NC(=O)N(C)C3=C2C(=O)N(CCc2ccccn2)C3)c1 (centres undefined) as listed: -5	-4	/

Next part.
SMILES	hcGAS lum	mcGAS inh	NPYLR7 agonist
Cc1ccc(C)c(-n2nc(-c3ccco3)cc2C(=O)N2CCN(c3ccccc3F)CC2)c1	3	2	-16
COc1cccc(Oc2cnn(-c3ccccc3)c(=O)c2Nc2cccc(C(=O)N3CCCC3)c2)c1	-1	-2	2
CCOc1cc(C(=O)Nc2cccc3c2C(=O)c2ccccc2C3=O)cc(OCC)c1OCC	-4	/	-5
Cc1csc(=NC2CCCCC2)n1N=Cc1ccc(O)c(O)c1O	-17	-12	25
Cc1ccc(CN(C)Cc2ccc(C#CC(C)(C)O)s2)o1	1	/	-4
COC(=O)C(Cc1ccccc1)NC(=O)C1CC1(c1ccccc1)c1ccccc1 (centres undefined)	-5	-3	21
CCC(CC)C(=O)Nc1cccc(/C(C)=N\NC(=O)Cc2ccc(Cl)cc2)c1	-10	/	7
Cc1cc(C)c2oc(-c3ccc(C)c(NC(=O)c4ccc([N+](=O)[O-])cc4)c3)nc2c1	12	-6	-4
CCC(C(=O)N1CCc2cc(OC)c(OC)cc2C1c1ccc(F)cc1)c1ccccc1 (centres undefined)	-2	-3	16
Cc1ccc(C(=O)c2sc3[nH]c(=O)c(C(=O)O)cc3c2N)cc1	-1	-3	-10
CCc1nc2ccc(C(=O)N3CCN(C(C)=O)CC3)cn2c1N(CCC(C)C)CCN(C)C	-4	-3	15
CCN(CC)c1ccc(NC(=O)CCCn2nc(-c3ccc(C)cc3)ccc2=O)c(C)c1	-3	-8	-12
CN(C)CCCNC(=O)CC1CSc2nc3c(cnn3-c3cccc(Cl)c3)c(=O)n21 (centres undefined)	-12	-8	3
CCOC(=O)CSc1nc(C)nc2sc(C(=O)OCC)c(C)c12	-6	/	1
CC(C)(Oc1ccc(Cl)cc1)C(=O)Nc1ccc(Nc2cc(-n3cccn3)ncn2)cc1	-3	-6	-7
CCC(CO)N(Cc1cccnc1)Cc1nc[nH]c1C (centres undefined)	-7	/	2
Cc1ccc(CNC(=O)c2c[nH]c(=O)cn2)c(OC(C)(C)C)c1	-10	/	1
O=C(NCC1CCCO1)c1cnn2c(C(F)(F)F)cc(-c3ccc4c(c3)OCO4)nc12 (centres undefined)	-6	-4	-4
COc1cnc(-c2cccc(C(F)(F)F)c2)c(NC(=O)CC(C)C)n1	-1	-2	21
COc1ccc(N(C)S(=O)(=O)c2ccc(OC)c(N3CCN(C(=O)c4cc(OC)cc(OC)c4)CC3)c2)cc1	-8	-7	-3
Cc1nn(C)c(C)c1CN(C(=O)C1CC(=O)N(CC(C)C)C1)C1CC1 (centres undefined)	-4	/	17
COc1cccc(N(C)C2=NC3CS(=O)(=O)CC3S2)c1 (centres undefined)	-9	-5	5
CC(C(=O)Nc1ccc(Cl)cn1)N1CCN(c2ccc(F)cc2)CC1 (centres undefined)	-7	/	5
CN1CCN(c2nc(-c3ccc(C(N)=O)cc3)nc3c2CCNC3)CC1	-7	-11	-1
Cc1ccc(-c2nc(CSc3n[nH]c(=O)c4cc(-c5ccco5)nn34)c(C)o2)cc1	-2	-7	/

Carrying on:
SMILES	hcGAS lum	mcGAS inh	NPYLR7 agonist
Cc1nc(C2CC2)ncc1C(=O)N1CCC(Cc2cccc(C(=O)O)c2)CC1	-7	/	5
COc1cccc(Cc2nsc(Oc3cccc(C(=O)N4CCN(c5ccccc5C)CC4)c3)n2)c1	4	3	-11
Cc1nc(-c2ccc(Cl)cc2)nc(N2CCN(S(=O)(=O)c3cccc(C(F)(F)F)c3)CC2)c1C	-7	-6	-7
CCc1nc2ccc(C(=O)N(C)Cc3ccco3)cn2c1N(C)Cc1nccn1C	-9	-2	-7
O=S(=O)(Nn1cnnc1)c1ccccc1	-5	/	-6
CCC(CC)(CO)NCc1ccccc1F	-1	/	14
CCOC(=O)c1c(Cl)nc2ccc([N+](=O)[O-])cc2c1-c1ccccc1	-2	-5	-1
CC(C(=O)Nc1nccs1)N1CCC2(CC1)Nc1ccccc1NC2=O (centres undefined)	-4	/	13
Cc1ccn2c(NCc3ccccc3)c(-c3ccccc3OC(=O)c3ccccc3F)nc2c1	-2	-4	8
CCOC(=O)c1cnc(-c2ccc(OC)c(OC)c2)nc1NCC(C)(C)CN(C)C	-9	-6	20
Cc1cc2ncc(CNCc3cccc4c3OCO4)cn2n1	-8	/	17
CC1=C(C=NNS(=O)(=O)c2ccccc2)C(=O)N(C)C(=O)C1C#N (centres undefined)	12	/	4
CCCNC(=O)N(CCOC)Cc1nccn1Cc1cccc(F)c1	-8	-6	16
Cc1ccc(-c2nc3ccc(C)cn3c2NC(=O)C(Cl)Cl)cc1	0	-2	-3
CCC(=O)Nc1cccc(C(=O)N(C)C2CCN(C)C(C)C2)c1 (centres undefined)	-1	-2	-1
CN(C)C(=O)c1ccc2c(c1)N(C)C(CC(=O)NCCCc1cccnc1)CO2 (centres undefined)	-2	/	5
CC(C)c1cc(C(=O)N2CCNCC2C(=O)N2CCCC2)cs1 (centres undefined)	-9	-11	13
COc1cc(/C=N\NC(=O)Cc2nnc(NC(C)=O)s2)ccc1O	-4	-5	-7
COc1cc(CSc2nc(CC(=O)NCc3ccc(F)cc3)cs2)cc(OC)c1	-7	-7	/
CC1CN(Cc2ccccc2)c2nc3c(c(=O)n(Cc4ccccc4F)c(=O)n3C)n2C1 (centres undefined)	0	-8	7
COc1cccc(-c2cc(C(=O)NCCCN3CCOCC3)nc3cc(-c4ccccc4)nn23)c1	6	1	-7
Nc1[nH]n(-c2ccccc2)c(=O)c1N=Nc1ccc2c(c1)OCO2	-11&-5	-9&-4	6&-5
OCCN1CCN(c2cc(-c3cccc(F)c3)nc3ccnn23)CC1	-1	1	-7
O=[N+]([O-])c1cccc(N=Cc2sc3ccccc3c2O)c1	0	/	4
CCCCC1CCCN1C(=O)c1ccc(O)c(OC)c1 (centres undefined)	-4	/	13

Going on with the list.
SMILES	hcGAS lum	mcGAS inh	NPYLR7 agonist
Cc1ccc(Cl)c(OC2CC3CCC(C2)N3C(=O)c2ccc(CSc3ccc([N+](=O)[O-])cn3)cc2)c1 (centres undefined)	0	-5	9
COc1ccc(C(=O)NC(C)c2ccc(F)cc2F)c(O)c1 (centres undefined)	-8	/	3
Cc1ccc2ncn(C3CCN(C(=O)/C=C/c4ccco4)CC3)c2c1	-3	3	-8
Cc1cnc(NC(=O)CCn2[nH]c(=O)ccc2=O)s1	-1	-5	1
COc1ccc(NC2=NC3CS(=O)(=O)CC3S2)cc1Cl (centres undefined)	-4	/	-2
COC(=O)CCc1c(C)nn(-c2ccc(C(=O)NCCCN3CCOCC3)cc2)c1C	-3	-4	-1
CCCC(CCC)n1[nH]c(=O)c2c(C)cc(C)nc21	-9	/	2
C=CCn1c(SCC(=O)NCCCN2CCOCC2)nnc1-c1sc2ccccc2c1Cl	-9	-7	-3
O=C(O)CN1C(=O)C(Oc2ccccc2)C1c1cccnc1 (centres undefined)	-6	/	11

Quoted at random: five records from the list.
SMILES	hcGAS lum	mcGAS inh	NPYLR7 agonist
CCN(Cc1nccn1Cc1ccccc1C(F)(F)F)C(=O)c1ccc(C)cc1	-1	-4	16
CC1(C(=O)NS(=O)(=O)c2ccc(Cl)s2)CCN1C(=O)Cc1ccccc1Cl (centres undefined)	-7	/	5
CCc1cc(NC(C)CCS(C)=O)n2c(nc3ccccc32)c1C#N (centres undefined)	-5	-15	4
CCN(CC)C(=O)c1cc(NC(=O)Nc2cccc(C(F)(F)F)c2)ccc1N1CCCC1	-6	-7	9
Cc1cc(C)nc(NN=Cc2c(C)oc3ccccc23)n1	-4	-6	28
